High-throughput results: PubChem BioAssay, several laboratories
14-3-3 Bad inh – inhibitors of 14-3-3 zeta/Bad binding, primary screen, biochemical, TR-FRET, bovine 14-3-3 zeta | 14-3-3 protein zeta/delta (Bos taurus), P63103 | TR-FRET 14-3-3zeta/Dy647-pBad peptide displacement, 1 h | inhibition, % at 21.7 µM | 220,000 compounds, 0.71% hits | AID 781, 2007;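 active = inhibition above about 70%, limit read from the data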;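 also: 0% = full 14-3-3 plus peptide FRET controls and 100% = background without 14-3-3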
p47phox inh – p47phox/p22phox peptide binding inhibitors, primary screen, biochemical, uHTS, NADPH oxidase regulatory subunit | Neutrophil cytosol factor 1 (Homo sapiens), P14598 | fluorescence polarization, 2 h | inhibition, % at 24.7 µM | 220,000 compounds, 0.53% hits | AID 1274, 2008;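 also: 0% = p47phox with labelled peptide and 100% = labelled peptide alone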
Target sequence (P14598 whole entry, looked up): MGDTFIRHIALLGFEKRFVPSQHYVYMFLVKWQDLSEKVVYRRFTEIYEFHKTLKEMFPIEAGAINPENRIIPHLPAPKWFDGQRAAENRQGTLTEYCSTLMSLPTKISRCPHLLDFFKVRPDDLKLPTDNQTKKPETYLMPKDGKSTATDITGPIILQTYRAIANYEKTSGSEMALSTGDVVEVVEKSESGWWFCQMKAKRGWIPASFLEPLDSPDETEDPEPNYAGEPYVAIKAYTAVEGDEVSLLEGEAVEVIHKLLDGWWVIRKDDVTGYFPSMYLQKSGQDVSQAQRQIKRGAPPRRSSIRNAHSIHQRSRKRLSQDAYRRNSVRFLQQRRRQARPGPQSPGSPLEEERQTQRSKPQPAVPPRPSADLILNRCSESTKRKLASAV
EBV gp42 inh – Epstein-Barr virus gp42 inhibitors, primary screen, biochemical, uHTS, fluorescence polarization; inhibition, % (tested at 21.74 µM); Fluorescence polarization binding assay, mP read-out; 220,000 compounds, 0.42% hits; in the data active = inhibition above about 50%
KLK5 inh – human KLK5 protease inhibitors, primary screen, biochemical, 1536-well; AID 873, 2007; inhibition, % at 5 µM; recombinant hK5, fluorogenic AMC substrate cleavage; 210,000 compounds, 0.59% hits;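 active = inhibition of 40% or more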;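 also: 0% = enzyme controls without compound and 100% = no-enzyme blanks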
Furin inhibitor – human furin inhibitors, primary screen, biochemical, fluorescence intensity. P09958. purified furin, fluorogenic substrate cleavage. inhibition, % at 30 µM. 220,000 compounds, 0.061% hits; in the data active = inhibition above about 25%; also: inactives centre near -15
Target sequence (P09958 108-714 limits assumed): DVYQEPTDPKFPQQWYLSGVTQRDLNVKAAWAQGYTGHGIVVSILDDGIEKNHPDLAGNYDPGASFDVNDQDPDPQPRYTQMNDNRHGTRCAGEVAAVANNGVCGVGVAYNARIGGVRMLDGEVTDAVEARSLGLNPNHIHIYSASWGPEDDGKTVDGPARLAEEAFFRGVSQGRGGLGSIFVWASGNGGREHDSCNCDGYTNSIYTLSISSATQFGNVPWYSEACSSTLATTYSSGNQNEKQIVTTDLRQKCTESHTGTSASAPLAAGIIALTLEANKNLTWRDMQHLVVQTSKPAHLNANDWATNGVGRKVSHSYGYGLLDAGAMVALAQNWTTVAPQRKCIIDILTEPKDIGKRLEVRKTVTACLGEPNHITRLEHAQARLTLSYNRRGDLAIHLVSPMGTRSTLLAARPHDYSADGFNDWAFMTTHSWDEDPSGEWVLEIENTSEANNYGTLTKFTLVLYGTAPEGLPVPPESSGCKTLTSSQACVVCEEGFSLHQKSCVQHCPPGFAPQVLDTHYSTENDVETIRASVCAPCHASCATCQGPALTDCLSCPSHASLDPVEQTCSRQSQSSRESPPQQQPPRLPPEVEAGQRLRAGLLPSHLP
Thrombin inh – human alpha-thrombin inhibitors, primary screen, counter-screen for coagulation protease inhibitor project, biochemical, 1536-well, fluorogenic AMC substrate; Boc-VPR-AMC fluorogenic substrate cleavage; Prothrombin (Homo sapiens), P00734; 220,000 compounds, 0.26% hits; inhibition, % at 5 µM;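 active = inhibition at or above 40%; inactive = inhibition below 40%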;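 also: 0% = enzyme with no compound and 100% = wells without enzyme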
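System: human alpha-thrombin protein; Compound dosing: one concentration per compound, 5 µM, with 0.2% DMSO; Timing: reaction at room temperature; Technique: AMC fluorescence, 355/460 nm; Controls: enzyme without compound as high, wells lacking enzyme as low.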
Rad51 HR inh – human RAD51 strand exchange inhibitors, primary screen, biochemical, fluorescence | DNA repair protein RAD51 homolog 1 (Homo sapiens), Q06609 | hRad51 DNA strand exchange, fluorescence dequenching | inhibition, % at 10 µM | 200,000 compounds, 0.085% hits | AID 1385, 2008;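 active = inhibition above 40% at the single screening dose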;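 also: 0% = DMSO control wells and 100% = blanks with heterologous ssDNA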
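Test system – preformed human Rad51 ssDNA filaments · Reagent – Donor/quencher-labelled 47-bp dsDNA substrate · Incubation – 37 °C 15-min filament assembly, 30-min compound preincubation, 15-min exchange · Signal – FRET fluorescence dequenching, excitation 485 nm, emission 520 nm · Read-out – percent inhibition from fluorescence, normalised to plate control and blank means · Benchmarks – plate control and blank wells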
eIF4E 4G PPI – eIF4E–eIF4G protein interaction inhibitors, primary screen, biochemical, uHTS, TR-FRET, eIF4GI fragment; Eukaryotic translation initiation factor 4E (Mus musculus) + Eukaryotic translation …; TR-FRET eIF4E-eIF4GI(517-606) binding, 2 h; inhibition, % at 21.7 µM; 220,000 compounds, 0.37% hits; AID 782, 2007;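 also: 0% = full FRET control wells and 100% = background wells lacking eIF4GI fragment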
Cl transport mod – KCC2 cotransporter modulators, thallium flux, primary screen, cell-based, HEK293 KCC2, FluoZin-2 fluorescence, MLSMR. KCC2 cells, thallium flux FluoZin-2 fluorescence. 190,000 compounds, 2.2% hits. Solute carrier family 12 member 5 (Homo sapiens), Q9H2X9. B-score of Tl+ flux slope (higher = more flux/activation; lower = inhibition) at 10 µM;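 active = thallium flux slope and its plate-corrected score both differing from the plate sample mean at a set confidence after two filtering rounds, in either direction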;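 also: slope of fluorescence scaled to starting intensity during 10 to 20 s after thallium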
Numbers without * were called inactive; / = no result given; & = joins results of further samples; [ ] = remark or other dose.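 The calls were made as follows, unless noted: active = inhibition above about 30% (limit read from the data); inactive = the rest.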

SMILES	14-3-3 Bad inh	p47phox inh	EBV gp42 inh	KLK5 inh	Furin inhibitor	Thrombin inh	Rad51 HR inh	eIF4E 4G PPI	Cl transport mod
CC(=O)Nc1ccc(S(=O)(=O)Nc2nc(C)cc(-n3nc(C)cc3C)n2)cc1	-8	-7	8	-20	-21[20 µM]	-2	8	0	-0.14
CCOc1cc(S(=O)(=O)N2CCN(Cc3ccccc3)CC2)ccc1Br	11	1	-5	4	-5[20 µM]	2	-3	-5	-0.37
c1cnc(Oc2ccc(-c3nnco3)cc2)cn1	-3	-7	-7	-25	-3	-3	4	-2	0.66
Cc1ccc(CNC(=O)/C=C/c2ccc(Br)o2)cc1	-2[fluorescence artefact?]	-12	-25	-3	-10	-1	-1	6[fluorescence artefact?]	0.47
O=[N+]([O-])c1cc(S(=O)(=O)N2CCCCC2)ccc1NCc1cccc(Cl)c1	10	-8	-24	-5	-2	-4	0	-3	-0.62
O=C(NC(Cc1ccccc1)C(=O)NC(Cc1ccccc1)C(=O)O)c1ccccc1 (stereo unspecified)	-1	-8	-14	-3	-21	-9	4	0	-0.43
O=C(Nc1ccccc1)/C(=C/c1ccccc1)c1ccccc1	2	-3	-5	1	-16	7	-6	5	-0.1
CN1CCN(S(=O)(=O)c2cccc(S(=O)(=O)c3ccc(Cl)c(Cl)c3)c2)CC1	-3	-8	3	1	-18	-5	-1	-16	-0.17
CCN1CCOC(CC(=O)Nc2cccc([N+](=O)[O-])c2)C1=O (stereo unspecified)	2	0	-2	-1	-8	4	12	2	0.36
COc1ccccc1C1(CC(=O)N2CCCCC2)CCOC(C(C)C)C1 (stereo unspecified)	12	-5	-14	-2	-11[20 µM]	4	12	2	/
Cc1ccc(N2CC(C(N)=O)CC2=O)cc1 (stereo unspecified)	5	1	-8	-6	-28	3	-6	-1[fluorescence artefact?]	1
CCOC(=O)C1CCCN(Cc2nc(CC3CC3)no2)C1 (stereo unspecified)	-4	11	-11	0	-16	-2	-9	-4	0.67
CCCN(CCC)C(=O)Cc1coc2ccc3ccccc3c12	3	-8	10	-21	-12[20 µM]	-1	11	-2	-1
COc1ccc(NC2=CC(=O)N(C)C2=O)cc1	-6	-13	-18	-5	-21	2	/	2	0.91
c1cncc(C(c2nnnn2C2CCCC2)N2CCCC2)c1 (stereo unspecified)	-8[fluorescence artefact?]	-8	-4	-14	-26	-2	9	2[fluorescence artefact?]	0.84
O=C(Nc1cc(C(F)(F)F)ccc1N1CCOCC1)c1ccc(F)cc1	-3	3	-26	-3	-8[20 µM]	-1	3	14	-0.094
CCN1CCN(Cc2ccc(NC(=O)c3cc(NC(=O)N4CCNC4=O)cc(OC)c3)cc2C(F)(F)F)CC1	-1	3	-14	1	-25	2	-7	-6	-0.057
COc1ccc(Cc2nnc(-c3ccccc3)o2)cc1	-6	-9	-9	-37	-30	3	2	0	-1
Cc1ccc(NC(=O)CCN2CCN(C/C=C/c3ccccc3)CC2)cc1C	13	-18	-4	0	-19	-5	/	-3	/
COC(=O)c1c(NC(=S)NN2CCN(C)CC2)sc2c1CCC(C)C2 (stereo unspecified)	-9	-14	7	4	-17	-1	-7	0	0.3

Not a retest: 3 of the compounds above.
SMILES	14-3-3 Bad inh	p47phox inh	EBV gp42 inh	KLK5 inh	Furin inhibitor	Thrombin inh	Rad51 HR inh	eIF4E 4G PPI	Cl transport mod
COc1ccc(NC2=CC(=O)N(C)C2=O)cc1	-6	-13	-18	-5	-21	2	/	2	0.91
c1cncc(C(c2nnnn2C2CCCC2)N2CCCC2)c1 (stereo unspecified)	-8[fluorescence artefact?]	-8	-4	-14	-26	-2	9	2[fluorescence artefact?]	0.84
O=C(Nc1cc(C(F)(F)F)ccc1N1CCOCC1)c1ccc(F)cc1	-3	3	-26	-3	-8[20 µM]	-1	3	14	-0.094

(cont.)
SMILES	14-3-3 Bad inh	p47phox inh	EBV gp42 inh	KLK5 inh	Furin inhibitor	Thrombin inh	Rad51 HR inh	eIF4E 4G PPI	Cl transport mod
COc1ccccc1C/C(N)=N/OC(=O)COc1cccc(C)c1	12[fluorescence artefact?]	12	-7	-13	-22	-4	3	12[fluorescence artefact?]	-0.34
CCN(CC)Cc1cc(C(C)=O)ccc1O	-2	-17	-15	-28	-2[20 µM]	-13	-3	-5	-0.026
O=C1OCCC1Sc1nnc(-c2ccccc2)o1 (stereo unspecified)	-11	-6	-20	-1	1	4	0	-6	0.35
CCCNC(=O)NC(=O)c1cnccc1C(F)(F)F	-8	1	-5	-2	-16	2	8	2	-0.019
COc1cc(/C=N/N=C2/SCC(=O)N2c2ccc(O)cc2)ccc1O	-14	-8	-13	5	-21	5	3	0	/
Cc1ccc(NC2=NC(=S)N(CC#N)C23CCCCC3)cc1	-5	7	-6	-4	-18[20 µM]	6	/	4	/
CCOc1ccc(C2CC(c3ccc(CC)cc3)n3nc(N)nc3N2)cc1 (stereo unspecified)	7[fluorescence artefact?]	6	-1	5	-16	2	-6	1	1
Cc1ccc(C(O)(C(=O)NNc2ccc3ccccc3n2)c2ccc(C)cc2)cc1	-4&-19[fluorescence artefact?]	-4&-8	12&-11	-75&-91	-16&-22	3&-2	-1&6	4&1	0.63&0.32
O=C(NN1C(=O)C2C3C=CC(C4CC34)C2C1=O)c1ccccc1Cl (stereo unspecified)	3	0	-21	-7	-14	-7	-22	17	-1
CCOC(=O)Cn1c(=O)c2c(nc(Br)n2CC(=O)OCC)n(C)c1=O	4	-6	-6	-18	-27	2	/	1	0.73
COC(=O)/C=C/COc1ccccc1[N+](=O)[O-]	-14	-5	5	6	-21	0	-5	1	/
O=C(NC1CCCCC1)c1cc([N+](=O)[O-])[nH]n1	-6[fluorescence artefact?]	-3	3	-29	-9	-7	/	0	0.03
O=c1c(Cc2c(F)cccc2Cl)c(O)ccn1CCCN1CCOCC1	-4	0	8	-4	-4	-9	-18	3	0.94
COc1ccc(C)cc1S(=O)(=O)NCCC1=CCCCC1	7	-3	5	4	-3[20 µM]	-7	/	2	/
CCc1ccc(NC(=O)N[C@H](C(=O)O)C(C)CC)cc1 (stereo partly specified)	7	-2	-12	-3	-11	-5	/	6	1.5
O=C(Nc1cc(C(F)(F)F)ccc1-n1cncn1)c1ccc(Br)cc1	-5	-5	-18	-7	-23[20 µM]	-2	0	8	0.021
COCCCNC(=S)NC1CC2CCC(C1)N2Cc1ccccc1 (stereo unspecified)	3	-10	-12	5	-14	-9	-4	-3	0.46
COc1cccc(NC(=O)COc2ncnc3sc(C)c(C)c23)c1	-29[fluorescence artefact?]	-6	0	-32	-23[20 µM]	-13	3	-5	0.78
C(#CCN1CCCC1)CC(c1ccccc1)c1ccccc1	4	-4	-15	4	-4	9	-2	1	0.33
Cc1noc(C)c1COc1cccc(C(=O)NCCc2c[nH]c3ccccc23)c1	-17	-13	-5	1	-19	-5	7	0	-1.6
Cc1nn(-c2ccccc2)c(N)c1C1(O)C(=O)Nc2ccc([N+](=O)[O-])cc21 (stereo unspecified)	0	-10	2	11	-14	-3	9	-3	-0.43
COc1ccc(N2C(=O)CC(N3CCN(c4ccc(C(=O)c5cccnc5)cc4)CC3)C2=O)cc1 (stereo unspecified)	-3	-9	-9	-4	7[20 µM]	-3	-2	0	/
C/C(=N\NC(=O)C(=O)Nc1ccc(C)cc1)c1ccncc1	-5	-6	-18	-18	-8	-4	2	-1[fluorescence artefact?]	0.38
CC(C)NC(=S)NN(c1ccccc1)c1ccccc1	-10	-12	0	-9	-15[20 µM]	-2	1	-3	-1.1
CCOc1c(Nc2cccc(Cl)c2)c(=O)c1=O	-4	-8	-4	5	-15	3	31	-7	-0.19
CCN(CC(=O)Nc1ccc2c(c1)OC(F)(F)O2)Cc1nc2ccccc2c(=O)[nH]1	-1	-12	-18	3	-12[20 µM]	-1	-6	-4	0.16
COc1cc(O)ccc1/C=N/NC(=O)c1ccc([N+](=O)[O-])cc1	-6	0	4	-3	-15	-6	8	0	-0.15
COc1ccc(C(=O)C[n+]2ccc3c(c2)nnn3-c2ccccc2)cc1	12	-3	-2	-14	-17	2	11	-3	1.5
O=C(/C=C/c1ccc(Cl)cc1Cl)N1CCc2ccccc21	7	-12	-15	-9	-13	-11	0	2	0.21
CCOC(=O)N1CCOCCOCCN(C(=O)OCC)CCOCC1	-14[fluorescence artefact?]	-5	3	-25	-26	-1	/	2	0.96
O=c1c2c(nc3c(-c4cccc(Br)c4)c[nH]n13)CCCC2	0	-11	-17	-59	-28	3	-1	1	21*
CC(C)(C)CN1CCNC(=O)C1CC(=O)NCCc1ccccc1F (stereo unspecified)	-17	2	-1	-3	-22	-8	-31	3	-0.0056
CC(=O)NCc1nc2ccccc2n1Cc1ccccc1C	9	-6	-16	-3	-16	-6	-3	-3	0.16
CCOc1ccc(NC(=O)CN(C)S(=O)(=O)c2cccs2)cc1	-9	-14	-15	-4	-12[20 µM]	-2	-7	-3	3.9
CCOC(=O)c1sc(Nc2ccc(OCC)cc2)nc1C	-7	-5	-9	-3	-24	-13	9	0	0.35
O=c1cc(CN2CC(O)Cc3ccc4ccccc4c32)nc2sccn12 (stereo unspecified)	2	-6	1	17	2	29	-3	0	-0.0097
Cc1ccc(Nc2nnc(SCC(=O)NCc3ccco3)s2)cc1	-13	-7	-21	-31	-16	2	-3	1	-1.3
COc1cc(/C=N/n2cnnc2-n2nc(C)cc2C)cc([N+](=O)[O-])c1O	1	-10	-7	36	12	32	-6	-3	-0.68
O=C(NCCC1=CCCCC1)c1ccc(Cl)c(S(=O)(=O)Nc2ccccc2)c1	-3	-10	1	-8	-14[20 µM]	-3	4	0	/
CCCCCn1c(CCNC(=O)c2cccs2)nc2ccccc21	-3	-14	-2	-3	6[20 µM]	1	4	-11	-0.14
CCNc1nc(NCC)nc(Oc2ccc(OCC)nn2)n1	-6	-6	-12	1	-24	-3	-7	3	-0.74
CCNc1nc(NC(C)C)nc(N(C#N)C(C)C(=O)N(CC)CC)n1 (stereo unspecified)	3	-3	-19	-4	-12	-3	-14	-4	-0.024
O=C(c1cnccn1)N(Cc1cccs1)C1(C(=O)NC2CCCCC2)CCCCC1	3[fluorescence artefact?]	-4	-8	-2	-11	6	/	1	-1.6
Cc1cc(C)cc(OCC(=O)NNC(=O)c2cc3ccccc3oc2=O)c1	4	-10	-7	-144	2[20 µM]	4	0	9	0.3
O=C(NCc1ccccc1)C(c1cccs1)N(Cc1cccs1)C(=O)c1cnccn1 (stereo unspecified)	5	-6	-3	-2	-15[20 µM]	-5	0	-4	1.3

Two entries picked at random from the list so far, as already listed:
SMILES	14-3-3 Bad inh	p47phox inh	EBV gp42 inh	KLK5 inh	Furin inhibitor	Thrombin inh	Rad51 HR inh	eIF4E 4G PPI	Cl transport mod
Cc1cc(C)cc(OCC(=O)NNC(=O)c2cc3ccccc3oc2=O)c1	4	-10	-7	-144	2[20 µM]	4	0	9	0.3
CCNc1nc(NCC)nc(Oc2ccc(OCC)nn2)n1	-6	-6	-12	1	-24	-3	-7	3	-0.74
